CR mimetic SO: caloric restriction mimetics inhibiting age-related superoxide in yeast; AID 2690; superoxide response (% of plate mean), % at 10 µM; S. cerevisiae aged cells, superoxide DHE fluorescence; hits give low values; actives 0.18% (n = 330,000);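 active = superoxide response under a set limit, about three screen SD below normal, cut at about 65% in these data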;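 also: yeast aged for seven days with compound at 30 °C before DHE staining; 100% = average MFI of all compound-treated wells on the plate with controls excluded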
proCasp3 act: activates human procaspase-3 | P42574 | recombinant procaspase-3 D3A, Ac-DEVD-pNA absorbance 405 nm | activation, % at 8.5 µM | actives 0.11% (n = 330,000) | AID 463141;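 active = activation above the mean of all tested compounds plus 3 SD, cut at about 21% in these data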;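 also: 0% = DMSO alone and 100% = DMSO wells spiked with extra 5 µM PC-3 D3A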
Target sequence (P42574 whole entry D9A/D28A/D175A): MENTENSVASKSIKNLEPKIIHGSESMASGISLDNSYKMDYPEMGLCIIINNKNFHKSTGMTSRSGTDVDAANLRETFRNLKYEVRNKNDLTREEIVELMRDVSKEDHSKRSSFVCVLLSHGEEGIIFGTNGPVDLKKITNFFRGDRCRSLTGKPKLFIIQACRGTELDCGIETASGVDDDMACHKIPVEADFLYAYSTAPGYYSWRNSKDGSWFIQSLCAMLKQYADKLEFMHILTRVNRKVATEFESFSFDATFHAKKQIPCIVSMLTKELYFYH
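Assay system: Autoprocessing-dead procaspase-3 D3A mutant enzyme; also added: Ac-DEVD-pNA; doses: one concentration, 8.5 µM nominal, 0.8% DMSO; times: 1 h compound preincubation, 2 h substrate hydrolysis at 25 °C; technique: 405 nm absorbance of p-nitroaniline, reads at 0 and 120 min; measure: % activation between DMSO and enzyme-spiked controls; repeats: single replicate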
AHR activator: activates the human aryl hydrocarbon receptor; AHR-responsive luciferase reporter cells, luminescence; activation, % at 5 µM; actives 2.5% (n = 320,000); AID 2796; in the data active = activation above about 47%;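 also: 0% = vehicle wells and 100% = reference agonist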
Target sequence (P35869 whole entry, looked up): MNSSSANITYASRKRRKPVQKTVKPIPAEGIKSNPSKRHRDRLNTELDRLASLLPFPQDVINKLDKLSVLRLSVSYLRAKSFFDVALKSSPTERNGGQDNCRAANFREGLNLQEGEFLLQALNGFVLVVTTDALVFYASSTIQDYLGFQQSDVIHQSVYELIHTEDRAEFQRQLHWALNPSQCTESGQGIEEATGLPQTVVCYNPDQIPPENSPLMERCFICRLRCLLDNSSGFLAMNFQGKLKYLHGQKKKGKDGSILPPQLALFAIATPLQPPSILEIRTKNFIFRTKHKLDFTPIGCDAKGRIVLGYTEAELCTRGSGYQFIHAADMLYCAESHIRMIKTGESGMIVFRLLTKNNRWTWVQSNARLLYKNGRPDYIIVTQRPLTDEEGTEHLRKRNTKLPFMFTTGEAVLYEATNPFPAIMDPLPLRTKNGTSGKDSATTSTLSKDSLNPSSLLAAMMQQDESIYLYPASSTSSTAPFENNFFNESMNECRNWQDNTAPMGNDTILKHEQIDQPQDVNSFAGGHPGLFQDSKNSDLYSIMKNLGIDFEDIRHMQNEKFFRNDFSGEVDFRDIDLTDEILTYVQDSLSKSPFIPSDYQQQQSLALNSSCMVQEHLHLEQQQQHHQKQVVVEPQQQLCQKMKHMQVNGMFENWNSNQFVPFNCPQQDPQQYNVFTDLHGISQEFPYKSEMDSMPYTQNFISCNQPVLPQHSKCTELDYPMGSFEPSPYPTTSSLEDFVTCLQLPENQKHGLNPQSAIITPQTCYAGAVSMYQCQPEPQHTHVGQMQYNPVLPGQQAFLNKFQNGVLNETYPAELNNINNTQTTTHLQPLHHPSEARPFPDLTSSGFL
RPL19A TOR yeast: modulators of TOR pathway RPL19A-GFP in S. cerevisiae | S. cerevisiae RPL19A-GFP strain, flow cytometry, 3 h; hits give low values | percent response vs DMSO, % at 10 µM | actives 0.3% (n = 330,000) | AID 2025;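 active = percent response vs DMSO below 50%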;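 also: median channel GFP fluorescence of the barcoded RPL19A-GFP strain; ratio of sample median GFP to plate DMSO average so 100% = DMSO; lower means less RPL19A-GFP as with rapamycin TOR inhibition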
GASC-1 inh: inhibitors of human GASC-1 (JMJD2C) demethylase. Q9H3R0. GST-JMJD2C(1-420) H3K9me3 demethylation, DELFIA europium. inhibition, % at 2.35 µM. actives 0.069% (n = 330,000);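 active = more than half of a compound's replicate wells show inhibition beyond 50%, single wells judged on their own value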;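 also: signal counts dimethyl H3K9 product captured on neutravidin plate; 0% = median of DMSO wells and 100% = 0.3 times that DMSO median; strong numbers were not always called active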
MEP2-GFP yeast: yeast TOR pathway MEP2-GFP modulation; S. cerevisiae MEP2-GFP strain, flow cytometry GFP, 3 h; 100% = DMSO control level; actives 0.51% (n = 330,000); AID 2016; GFP response vs DMSO, % at 10 µM;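 active = GFP response versus DMSO above a set limit, roughly screen mean plus 3 SD, cut at about 180% in these data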;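 also: median GFP fluorescence of the barcode-gated MEP2-GFP cells per well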
LAP4-GFP MLPCN: yeast TOR pathway LAP4-GFP modulation; actives 0.34% (n = 320,000); AID 2023; S. cerevisiae LAP4-GFP multiplex, flow cytometry GFP, 3 h; median GFP as percent of DMSO wells; GFP response vs DMSO, % at 10 µM;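 active = GFP response vs DMSO above a set limit, about the screen mean plus 3 SD, cut at about 150% in these data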
procasp7 counter: activates human procaspase-7, counter-screen for procaspase-3 activators. P55210. recombinant procaspase-7, Ac-DEVD-pNA absorbance 405 nm; D23A/D198A/D206A triple mutant, cannot self-cleave; scale: DMSO 0, 5 µM enzyme 100. activation, % at 8.5 µM. actives 0.093% (n = 330,000). AID 463210;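 active = percent activation above the screen-wide mean plus 3 SD, cut at about 25% in these data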
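Assay system: Uncleavable procaspase-7 mutant enzyme | Input: 2 µM procaspase-7 mutant as dispensed | Timing: 1 h compound preincubation, 2 h substrate cleavage, 25 °C | Repeats: One well per compound | Control set: DMSO wells as 0%, DMSO with 5 µM added PC-7 as 100% | Technique: Epi-absorbance of released pNA at 405 nm, two timepoints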
* = called active by the depositor; x = not tested or not shown.

SMILES	CR mimetic SO	proCasp3 act	AHR activator	RPL19A TOR yeast	GASC-1 inh	MEP2-GFP yeast	LAP4-GFP MLPCN	procasp7 counter
CCNC(=O)N1CCCC(C(=O)c2ccc(C(F)(F)F)cc2)C1 (stereo unspecified)	92	6	0	100	-9	99	93	2
CCN(C(=O)c1c(N)cnn1C)c1ccccc1	103	0	0	96	20	97	109	0
N#Cc1nc(Cc2ccccc2)oc1NCc1cccnc1	95	-1	4	98	-2	105	102	9
O=C1[C@@H]2[C@H]3CC[C@H](C3)[C@@H]2C(=O)N1O	84	3	-1	101	1	98	106	-5
O=C1c2ccccc2C(Nc2cccc(C(F)(F)F)c2)N1Cc1ccco1 (stereo unspecified)	91	7	2	98	9	111	98	-8
CCOc1ccc(/C(O)=C2\C(=O)C(=O)N(c3cc(C)on3)C2c2ccccc2OC)cc1 (stereo unspecified)	107	1	0	106	6	116	110	-3
COc1ccc(C(=O)C2CCCN(Cc3ccc(C#CCCO)cc3)C2)c(OC)c1 (stereo unspecified)	90	3	1	100	-4	93	107	-1
CCC(/C=N/NC(=O)CCCCC(=O)N/N=C/C(CC)CC)CC	80	-3	23	102	6	104	95	0
COCCNC(=O)[C@H]1C[C@@H]1[C@H](NP(=O)(c1ccccc1)c1ccccc1)c1ccccc1	102	7	4	108	-1	102	115	-1
O=C(/C=C/c1ccccc1Cl)c1ccccc(=O)c1O	110	-15	0	63	-8	160	146	3
Cc1ccc([C@@H]2C3COCC=C3C(C#N)=C(N)C2(C#N)C#N)o1 (stereo partly specified)	77	-7	2	107	10	108	107	-6
COc1ccc(C2C(C#N)=C(N)N(c3sc4c(c3C#N)CCCC4)C3=C2C(=O)CC(C)(C)C3)cc1OC (stereo unspecified)	113	0	11	95	0	99	100	13
OC(c1ccccn1)(c1ccccn1)c1ccccn1	100	1	1	99	7	103	89	8
COc1ccc(C2CCCN2C(=S)Nc2ccccc2C)cc1OC (stereo unspecified)	109	7	-1	97	0	93	104	-3
CC1=C(C(=O)Nc2ccccc2)C(c2cccnc2)n2nc(-c3cccnc3)nc2N1 (stereo unspecified)	103	-5	1	104	2	101	106	7
COc1cc(CNCCc2ccccc2F)ccc1OCC(=O)N1CCCCC1	96	5	3	109	0	109	98	-3
O=C(Cn1ncc2c3ccccc3n(Cc3ccccc3F)c2c1=O)N1CCN(c2ccccn2)CC1	80	3	-3	92	-2	101	97	2
CC(C)Oc1ccc(NC(=O)CCC(=O)O)cc1	100	5	0	94	1	94	99	-9
CC(CC(=O)O)CC(=O)Nc1cc([N+](=O)[O-])ccc1O (stereo unspecified)	108	5	-2	98	0	100	99	6
Cc1cccc(NC(=O)N2CCCCCC2)c1C	95	-4	4	103	-9	98	95	-1
COc1ccccc1Oc1ccc2c(c1)C(=O)N(CC1CCCO1)C2=O (stereo unspecified)	94	-8	3	99	19	102	114	-7
CCOc1ccc(NC(=O)Cc2c(C(=O)O)n(C)c3ccccc23)cc1	91	2	4	103	-5	102	104	-11
CCOc1cccc(CNCCCSc2ncccn2)c1	103	4	-1	103	13	101	95	-6
COc1ccc(/C=N/NC(=O)c2ccc(CSc3nncn3C)cc2)cc1OC	103	4	3	107	1	111	116	2
O=C1CCN(Cc2ccc(O)cc2)CCN1[C@H](CO)Cc1ccccc1	96	4	0	94	35	91	107	4

Entries of single compounds as entered above. Order of values: CR mimetic SO | proCasp3 act | AHR activator | RPL19A TOR yeast | GASC-1 inh | MEP2-GFP yeast | LAP4-GFP MLPCN | procasp7 counter
Listed for COc1ccc(C2CCCN2C(=S)Nc2ccccc2C)cc1OC (stereo unspecified) : 109 | 7 | -1 | 97 | 0 | 93 | 104 | -3
Listed for O=C(Cn1ncc2c3ccccc3n(Cc3ccccc3F)c2c1=O)N1CCN(c2ccccn2)CC1 : 80 | 3 | -3 | 92 | -2 | 101 | 97 | 2
Listed for N#Cc1nc(Cc2ccccc2)oc1NCc1cccnc1 : 95 | -1 | 4 | 98 | -2 | 105 | 102 | 9
Listed for Cc1ccc([C@@H]2C3COCC=C3C(C#N)=C(N)C2(C#N)C#N)o1 (stereo partly specified) : 77 | -7 | 2 | 107 | 10 | 108 | 107 | -6
Listed for CC(C)Oc1ccc(NC(=O)CCC(=O)O)cc1 : 100 | 5 | 0 | 94 | 1 | 94 | 99 | -9

The main list resumes, starting two compounds before the break.
SMILES	CR mimetic SO	proCasp3 act	AHR activator	RPL19A TOR yeast	GASC-1 inh	MEP2-GFP yeast	LAP4-GFP MLPCN	procasp7 counter
COc1ccc(/C=N/NC(=O)c2ccc(CSc3nncn3C)cc2)cc1OC	103	4	3	107	1	111	116	2
O=C1CCN(Cc2ccc(O)cc2)CCN1[C@H](CO)Cc1ccccc1	96	4	0	94	35	91	107	4
COc1ccccc1C(C(=O)NC1CCCCC1)N(C(=O)c1csnn1)C1CC1 (stereo unspecified)	111	-2	0	97	1	99	99	3
COc1cc(C(C)=O)ccc1COc1ccc(C(=O)OC(C)C(=O)NC(N)=O)cc1OC (stereo unspecified)	104	-1	0	111	-2	118	105	7
COc1ccc(C(c2sc3nc(C)nn3c2O)N2CCC(O)CC2)cc1OC (stereo unspecified)	106	-3	2	100	7	101	103	-14
CCN1C(=O)[C@H]2[C@@H](c3ccc(C)cc3)N3C(=O)N(c4ccc(C(F)(F)F)cc4)C(=O)[C@@]3(CC)[C@H]2C1=O	109	-5	7	101	3	100	98	-8
Cc1cc(C)n(-c2nc3c(c(=O)[nH]c(=O)n3C)n2CC(O)COc2ccc(Cl)cc2Cl)n1 (stereo unspecified)	104	-3	3	100	-7	108	96	-8
Cc1csc(SCC(=O)Nc2ccccc2[N+](=O)[O-])n1	99	5	6	94	0	93	103	13
Cn1ncc2c(Nc3ccc(O)cc3)nc(Cl)nc21	99	10	2	92	-3	96	x	8
CSc1ccccc1C(=O)NC1CCCN(Cc2ccccc2F)C1 (stereo unspecified)	93	2	2	101	-1	103	90	1
Fc1ccc(NC(=S)NN=C2CCCCCC2)cc1	94	-1	6	98	-3	98	113	5
NC(=O)NC(=O)COC(=O)c1cccc(S(=O)(=O)N2CCCCCC2)c1	114	-6	-2	98	-6	98	106	16
O=C1c2ccccc2S(=O)(=O)N1Cc1ccccc1[N+](=O)[O-]	93	2	-2	103	-10	109	95	9
CCCC(=O)Nc1c(C)nn(C(=O)CCC)c1C	99	7	11	94	-22	89	89	7
O=C(O)/C(=C\c1ccccc1OC(F)F)Sc1nnc(-c2ccc(F)cc2)o1	75	-2	0	101	7	100	107	-4
COc1ccc(OC)c(N=C(C)C2=C(O)COC2=O)c1	84	-5	-2	105	2	107	106	6
COc1ccc(OC)c(-c2nnc(NC(=O)C(C)Sc3nncn3C)s2)c1 (stereo unspecified)	94	-4	32	97	-21	98	100	10
CS(=O)(=O)N(Cc1ccc(C(=O)Nc2ccccc2Sc2ccccc2)cc1)c1ccccc1	104	1	2	104	-1	105	107	11
O=C(CNC(=O)c1cccc(F)c1)NC1CC1	90	7	1	99	3	106	93	8
O=C(CNC(=O)[C@@H]1Cc2ccccc2CN1)Nc1ccc2c(c1)OCO2	93	-1	6	96	24	92	92	-6
Cc1ccc(Cn2nc(C)c(/C=N/NC(=O)c3cccnc3)c2C)cc1	94	4	32	92	2	97	106	9
CN(Cc1cc(=O)[nH]c2ccccc12)C(=O)c1ccccc1	105	12	5	98	8	93	91	-5
CN(CCC#N)C(=O)COC(=O)c1ccc(Cl)c(S(N)(=O)=O)c1	106	11	-2	95	5	94	74	6
COc1ccc(CNc2nc3ccccc3n2C(C)C)cc1	106	-3	0	104	0	111	95	3
CC(=O)N1N=C(c2ccc(C)o2)CC1c1ccc(F)cc1 (stereo unspecified)	84	-3	3	104	-2	98	93	-5
COc1ccc(-c2c(C#N)c(N)nc3c2c(=O)n(C)c(=O)n3C)cc1Cl	99	4	4	89	7	89	87	-2
COc1ccccc1N1CCN(S(=O)(=O)CCNC(=O)c2cc(OC)c(OC)c(OC)c2)CC1	108	4	0	101	2	97	101	0

The listing continues.
SMILES	CR mimetic SO	proCasp3 act	AHR activator	RPL19A TOR yeast	GASC-1 inh	MEP2-GFP yeast	LAP4-GFP MLPCN	procasp7 counter
Cc1cccnc1NC(=O)CCC(=O)c1cccs1	101	6	4	99	5	100	95	-7
CCOC(=O)c1cc(NC(=O)c2ccc(Cl)cc2)c(=O)oc1-c1ccccc1	100	-7	-1	100	-1	104	95	5
CN(C)C(CNC(=O)c1cc(S(=O)(=O)N(C)c2ccccc2)ccc1Cl)c1cccs1 (stereo unspecified)	108	9	4	100	-8	95	99	11
COc1ccc(CN2CCN(Cc3c[nH]c4ccccc34)CC2CCO)c(F)c1 (stereo unspecified)	101	-2	7	101	5	101	88	2
O=C1C=C(c2ccccc2)CCC1	103	4	2	104	-14	94	111	2
O=C(NCc1ccco1)C1CC(=O)N(c2ccc(O)cc2)C1 (stereo unspecified)	101	-3	2	103	-8	108	102	5
COc1cccc(CNC(=O)CCC(=O)N2CCSc3ccccc32)c1OC	121	4	3	102	1	99	120	4
CCOc1ccc2oc(=O)cc(CN3CCOCC3)c2c1	102	x	x	109	6	112	103	x
O=C(NCCc1nccs1)C1CCC(=O)N(Cc2cccc(C(F)(F)F)c2)C1 (stereo unspecified)	87	1	-2	110	-11	101	78	5
COc1ccc(C(=O)Nc2ccc(/C(C)=N/NC(=O)c3ccncc3)cc2)cc1	99	7	9	109	-2	102	105	2
COc1ccc(CCNS(=O)(=O)c2ccccc2[N+](=O)[O-])cc1OC	99	4	1	89	-21	94	84	13
CCOP(=O)(OCC)C(Nc1ccc(F)cc1)c1ccccc1 (stereo unspecified)	90	-3	0	98	-3	107	105	6
Cc1ccc(S[C@@H](CCN2CC[C@H](O)CCC2=O)c2ccccc2)cc1	93	0	1	101	-6	106	98	-11
CCOC(=O)c1c(C)n(C)c2cc(CN(C)C)c(O)c(S(=O)(=O)c3ccccc3)c12	97	-2	-1	93	-1	96	100	3
COC(=O)c1ccc(C2NC(=O)NC(C)=C2C(=O)N(C)C)cc1 (stereo unspecified)	109	2	1	106	0	107	108	1
Cc1ccc(-c2nc(N3CCOCC3)sc2C(=O)N2CCOCC2)cc1	113	1	1	99	-7	92	84	-3
CCCCOc1ccc(N(CC(=O)NC(C)(C)CC)C(=O)CCC(=O)Nc2ccccn2)cc1	101	1	1	99	2	96	108	6
Cc1ccc([N+](=O)[O-])cc1NC(=O)CSc1nncn1-c1ccccn1	108	-7	0	100	-4	103	99	10
Cc1nnc(SC(C)C(=O)Nc2ccc(Cl)cc2Cl)[nH]c1=O (stereo unspecified)	104	5	-1	99	-4	104	96	2
CCCCC(C(=O)NC1CCCC1)N(C(=O)c1snc(C(N)=O)c1N)c1ccc(F)cc1 (stereo unspecified)	110	16	-1	100	-2	106	90	15
O=C(COC(=O)CNC(=O)c1ccccc1)Nc1cccc(Br)c1	104	-1	5	105	5	99	93	0
Cc1ccc(C(C(=O)NCc2ccco2)N(C(=O)CNC(=O)c2cccs2)c2c(C)cc(C)cc2C)cc1 (stereo unspecified)	101	-7	1	103	-3	109	97	-7
Cc1ccc(S(=O)(=O)N2CCN(C(=O)CCC(=O)NCCc3ccc(F)cc3)CC2)cc1	111	3	4	97	35	97	97	1
COC(C(=O)Nc1ccc(C(N)=O)cc1)c1ccccc1 (stereo unspecified)	100	0	-3	104	-2	104	92	-5
Cc1cccc(NC(=O)[C@@H]2CCCN2C2=NS(=O)(=O)c3ccccc32)c1C	88	4	1	95	7	104	93	3
CCOC(=O)CSc1nnc(COc2ccc3ccccc3c2)o1	98	x	x	101	8	98	92	x
